KOR beta-arrestin-1 = KOR antagonists, beta-arrestin recruitment, cell-based, luminescence, uHTS (AID 1778); Kappa-type opioid receptor (Homo sapiens); inhibition, % at 10 µM, or IC50 in µM where a hit was titrated; actives 0.091% (n = 290,000); KOR beta-arrestin recruitment, luminescence, antagonist mode; higher % means a stronger effect; further: strong numbers were not always called active
GPR55 activation = GPR55 agonists via beta-arrestin recruitment, primary screen, imaging, U2OS cells, beta-arrestin-GFP redistribution (AID 1961); G-protein coupled receptor 55 (Homo sapiens); one-dose activation, % at 10 µM; EC50 in µM for titrated hits; U2OS GPR55 beta-arrestin-GFP redistribution imaging; higher % means a stronger effect; actives 0.048% (n = 290,000);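 active means activation above 40% with more than 50 cells counted in the well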;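 further: U2OS osteosarcoma cells stably expressing GPR55 and beta-arrestin-GFP; plate controls were DMSO negative control for no effect and LPI positive control for full effect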
Yfh1-depleted yeast = enhancers of respiration in Yfh1-depleted yeast, dose response, Friedreich's ataxia, plus single-dose screen (AID 1465) | S. cerevisiae Yfh1-off respiration, WST-1 reduction, 72 h; higher fold induction means a stronger effect | one-dose fold induction at 50 µM; EC50 in µM for titrated hits | actives 0.074% (n = 220,000);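 active means fold induction of absorbance versus untreated yeast above a set limit, then at least 30% activation at any dose in follow-up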;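 further: activators that raise dye reduction in frataxin-depleted yeast; strong numbers were not always called active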
ER stress rescue = rescue of cells from ER stress-induced death, primary screen, 384-well, CSM14.1, thapsigargin, ATP luminescence (AID 1222) | 190,000 tested, under 10 active | CSM14.1 thapsigargin-induced death rescue, ATP luminescence; higher % means a stronger effect | cellular ATP content (survival), % at 20 µM, or EC50 in µM where a hit was titrated;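 active means EC50 below 50 µM in the dose-response confirmation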;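 further: death triggered by thapsigargin at about 15 µM added after 2 h compound pretreatment; cell ATP read after overnight thapsigargin exposure of roughly 18 to 22 hours; normalized against plate controls of thapsigargin alone and 5% DMSO vehicle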
NTR1 ag = agonists of NTR1, primary screen, imaging, U2OS cells, beta-arrestin-GFP, high content (AID 493036); actives 0.17% (n = 330,000); activation, % at 20 µM; NTR1-U2OS beta-arrestin-GFP spot imaging, agonist mode;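 active means activation at or above 40% of the spot to cytoplasm intensity ratio, with at least 20 cells analyzed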;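 further: 0% = DMSO without peptide and 100% = 100 nM NTR1 peptide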
Target sequence (P30989 whole entry, looked up): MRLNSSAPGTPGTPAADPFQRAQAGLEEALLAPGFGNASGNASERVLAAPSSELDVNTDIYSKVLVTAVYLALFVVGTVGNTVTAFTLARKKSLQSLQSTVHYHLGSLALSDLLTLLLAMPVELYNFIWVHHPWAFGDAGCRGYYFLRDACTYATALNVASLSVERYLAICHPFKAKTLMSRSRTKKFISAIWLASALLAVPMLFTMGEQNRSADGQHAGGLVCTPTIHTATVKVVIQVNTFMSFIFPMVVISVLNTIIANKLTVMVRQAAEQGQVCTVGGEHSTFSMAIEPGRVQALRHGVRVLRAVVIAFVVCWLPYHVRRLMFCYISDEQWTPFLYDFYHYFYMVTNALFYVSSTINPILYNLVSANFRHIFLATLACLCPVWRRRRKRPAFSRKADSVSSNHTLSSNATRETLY
NOD2 inhibition = NOD2 signaling inhibitors, cell-based, luminescence, uHTS, HEK293 (AID 1566); one-dose inhibition, % at 4 µM; EC50 in µM for titrated hits; HEK293 NOD2/NF-kB luciferase reporter, luminescence; higher % means a stronger effect; actives 0.63% (n = 290,000); further: many of its hits are not listed in these tables
TNAP activators = human TNAP enzyme activators, primary screen, biochemical, luminescent, no phosphate acceptor, uHTS (AID 1001) | activation fold at 20 µM, or EC50 in µM where a hit was titrated | actives 0.03% (n = 200,000) | purified TNAP, luminescent activation assay, no phosphate acceptor; higher activation fold means a stronger effect | Alkaline phosphatase, tissue-nonspecific isozyme (Homo sapiens); in the data active means activation fold from about 3, or a potency from the dose series; inactive means the rest, 99 in 100 with activation fold below about 1.6; further: many of its hits are not listed in these tables
NOD1 inhibition = NOD1 signaling inhibitors, primary screen, cell-based, luminescence, uHTS (AID 1578); NOD1-driven NF-kB luciferase reporter cells, luminescence; higher % means a stronger effect; inhibition, % at 4 µM; hits with a dose series show EC50 in µM; actives 1% (n = 290,000); in the data active means inhibition mostly above about 36%, no sharp cut-off; inactive means mostly below about 34%;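 further: HEK-293T reporter cells stimulated with the NOD1 agonist gamma-tri-DAP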
KOR beta-arrestin-2 = KOR agonists, beta-arrestin recruitment, primary screen, cell-based, luminescence, uHTS (AID 1777); actives 0.02% (n = 280,000); KOR beta-arrestin recruitment, luminescence; higher % means a stronger effect; Kappa-type opioid receptor (Homo sapiens); activation, % at 10 µM; hits with a dose series show EC50 in µM; in the data active means activation above about 50%, passing the limit was not always enough; further: a part of the inactive calls stands beside numbers as strong as those of hits
NTR1 ag cell count 20 µM = recorded beside NTR1 ag, whose call it bears; cell count; measured here: cell count, cytotoxicity flag
The depositor's hits bear a star; i = inactive; · = not tested or not shown; [ ] = dose if it differs, or a comment. Unless noted, no stated cut-off is given here; in the data, active means inhibition above about 50%; inactive means the rest.

Results follow in this order: Yfh1-depleted yeast | NOD2 inhibition | NTR1 ag cell count 20 µM | KOR beta-arrestin-2 | GPR55 activation | NOD1 inhibition | ER stress rescue | NTR1 ag | KOR beta-arrestin-1 | TNAP activators
COc1ccc(S(=O)Cc2ccc(C(=O)N3CCN(c4cccc(C)c4C)CC3)o2)cc1 (configuration not stated)
  · | -14% | 53 | 0.1% | 0.3% | -15% | · | 3.6 | -27% | ·
O=C(CNC(=O)c1ccccc1F)c1ccc(Br)cc1
  · | -49% | 98 | -0.8% | -0.1% | 3% | · | 2.1 | 10% | ·
Cc1ccc(C2=NC3(CCCCC3)NC2=S)cc1
  i | -10% | 76 | 0.3% | -0.2% | -32% | 1.2% | 3.6 | 10% | 1
CCCC(=O)N(c1ccc2oc(=O)sc2c1)S(=O)(=O)c1cccs1
  i | 19% | 67 | -4.3% | -0.1% | -25% | 0.8% | 4.1 | -4% | 0.8
CN(CC(=O)Nc1ccc(Cl)cc1)C(=O)c1cccc(S(=O)(=O)NCc2ccccc2)c1
  · | 3% | 54 | 11% | 0.3% | -12% | · | 0.8 | -13% | ·
Cc1ccc(S(=O)(=O)Nc2ccc3c(c2)n(C)c(=O)n3C)c(C)c1
  i | -13% | 61 | 4.7% | -0.2% | -1% | 1.7% | 2.4 | -37% | 1.1
CCN1CCN(Cc2cccc(Oc3ccccc3)c2)CC1
  i | -1% | 45 | -3.1% | -0.1% | -13% | -4.7% | 2.6 | -10% | 1
CC(C)Nc1ncnc2c1cnn2Cc1ccccc1Cl
  · | -9% | 50 | -0.6% | -0.1% | -11% | · | 1.1 | -36% | ·
COc1cc2c3c(c1)C1(C(=O)N3C(C)(C)C=C2C)C(C#N)=C(N)Oc2cc(O)ccc21 (configuration not stated)
  i | -5% | 101 | -1.3% | 0.0% | -18% | 0.1% | 2.3 | 13% | 1.1
O=C(Nc1ccc([N+](=O)[O-])cc1)OCCc1ccccn1
  · | -47% | 39 | 5.8% | -0.1% | 0% | · | 1.9 | -12% | ·
COC(=O)c1cc2oc3ccccc3c2n1CC(=O)N1CCCc2ccccc21
  i | -5% | 90 | -2.8% | -0.1% | -1% | 3.3% | 1.8 | -22% | 1
CCOC(=O)C(C)n1nc(-c2ccccc2)c2ccccc2c1=O (configuration not stated)
  i | 4% | 97 | 2.4% | -0.2% | 36%* | · | -1.5 | -13% | 1.1
O=C1CSC(=Nc2ccc(Cl)cc2)N1Cc1cccnc1
  i | -7% | 49 | · | -0.1% | -3% | · | -1.3 | 1% | ·
Cc1ccc(C(=O)CC(=O)COc2ccc(Cl)cc2)cc1
  i | 24% | 79 | -1.2% | 0.2% | -10% | -2.8% | 2.1 | 34% | 1.1
COc1ccc(NC(=O)CC2C(=O)N(c3ccc(F)cc3)C(=S)N2NC(=O)c2ccccc2)cc1 (configuration not stated)
  i | -89% | 66 | -2.0% | -0.3% | -45% | 0.2% | -2.8 | 25% | 1.1
CC(C)NC(=O)c1ccccc1NC(=O)/C=C/c1ccc([N+](=O)[O-])cc1
  i | -10% | 50 | 2.6% | -0.1% | -3% | 0.2% | 16 | -21% | 1.1
COc1ccc(C(=O)Nc2c(-c3cccs3)c(=O)c3ccccc3n2C)cc1
  i | 20% | 42 | 0.3% | 0.3% | -10% | · | -1.0 | -4% | ·
CCNC(=O)C(=O)NCC1OCCCN1S(=O)(=O)c1cccs1 (configuration not stated)
  i | 4% | 65 | -0.8% | -0.1% | -21% | -0.4% | -0.9 | 5% | 1.2
COc1cc(CNc2ccc(N3CCOCC3)cc2)ccc1OCC(=O)NC(C)(C)C
  · | 14% | 56 | -1.4% | 0.0% | -9% | · | 2.9 | -50%[20 µM] | ·
COc1cccc(OC)c1C(=O)NC(=S)NNC(=O)[C@H]1C[C@@H]1c1ccccc1
  i | 22% | 54 | -3.5% | -0.1% | -4% | · | -0.7 | 23% | ·
CCOc1ccc(OCCSc2nc3ccccc3n2CC(=O)O)cc1
  · | 11% | 70 | 0.4% | -0.2% | 4% | · | -0.3 | -5% | ·
COc1ccccc1OCC(=O)N/N=C1/SCC(=O)N1Cc1ccccc1
  i | -5% | 85 | 11% | 0.3% | -17% | -0.5% | -0.8 | -19% | 1
COc1ccc(Cc2nnc(-c3ccc(F)cc3)o2)cc1OC
  i | -3% | 71 | 0.7% | 1.1% | -8% | -1.9% | -2.5 | -29% | 1.1
COc1ccc(NS(=O)(=O)c2ccc(OCC(=O)N3CCOCC3)cc2)cc1
  i | 14% | 45 | -1.0% | 0.3% | 4% | -2.5% | 0.9 | -21% | 1.1
Cc1ccc(C(=O)NCCNC(=O)c2cccnc2)cc1
  · | -18% | 32 | 2.9% | 0.0% | -12% | · | -0.7 | -43% | ·
CCC(C)(O)c1[nH]c2ccc(C(F)(F)F)cc2c1C (configuration not stated)
  · | 2% | 98 | 0.0% | 0.6% | -32% | · | -1.7 | -24%[20 µM] | ·
O=C(Nc1nnc(-c2ccncc2)s1)C1CCCO1 (configuration not stated)
  i | -5% | 40 | -2.2% | -0.1% | -15% | -1.7% | 1.8 | 26% | 1.1
COc1ccccc1/C=C/C=N/NC(=O)CCn1nnc2ccccc21
  i | 14% | 86 | -1.2% | 0.6% | -20% | -0.5% | -1.0 | 1% | 1.1
Cc1noc(COc2ccccc2OCC(O)CNC(C)(C)C)n1 (configuration not stated)
  i | 7% | 58 | 1.7% | -0.1% | 9% | 2.8% | -0.9 | 14% | 1.1
O=c1c2c(-c3ccccc3)csc2nc2c3ccccc3c(NCCN3CCOCC3)nn12
  i | -55% | · | 45% | 0.2% | -44% | -4.7% | · | -20% | 1.1
N=c1n(CCCOc2ccc(Br)cc2)c2ccccc2n1CC(N)=O
  i | -1% | 51 | · | -0.2% | -14% | · | 0.3 | · | ·
CC(C)c1cc(C(=O)N/N=C/c2ccoc2)cs1
  · | -16% | 67 | 3.1% | 0.3% | -44% | · | -0.9 | -7% | ·
Cc1ccc(S(=O)(=O)N2CCCCC2)cc1NC(=O)COC(=O)Cc1cccc(C(F)(F)F)c1
  i | 14% | 53 | -3.7% | 0.5% | -6% | -1.7% | 3.3 | 2% | 1
Cc1ccc(C(=O)OCC(=O)NCCC2=CCCCC2)cc1N
  i | -7% | 50 | -2.4% | 0.1% | -12% | 2.6% | -0.4 | 10% | 1.2
Cc1cccc(N(Cc2ccccc2F)S(C)(=O)=O)c1
  i | 6% | 39 | 6.9% | -0.2% | -40% | -2.9% | 0.6 | -19% | 1
O=C1CN(C(=O)N[C@@H](Cc2ccccc2)C(=O)N[C@H](C(=O)O)c2ccccc2)c2ccccc2N1
  · | 15% | 66 | 4.2% | -0.1% | -18% | · | 0.1 | 14% | ·
CC(=O)N1CCN(c2ccc(Oc3nnnn3-c3ccccc3)cc2)CC1
  i | 17% | 86 | -4.4% | 0.2% | 1% | 0.0% | 0.1 | 5% | 1.1
CSc1cccc(NC(=O)c2cc(S(=O)(=O)N3CCc4ccccc43)cn2C)c1
  · | 22% | 84 | -0.5% | -0.1% | 11% | · | -0.3 | 2%[20 µM] | ·
CCc1nc(SCc2ccc(F)cc2)[nH]c(=O)c1C#N
  i | 8% | 49 | 8.1% | -0.2% | 40% | -2.7% | 0.3 | -45% | 1
CCc1ccccc1NC1c2ccccc2C(=O)N1c1cc(C)ccn1 (configuration not stated)
  i | 16% | 62 | 6.4% | -0.5% | 18% | 1.5% | 1.1 | 35% | 1.1
O=C(NC1CCCCC1)C(c1ccco1)N(Cc1cccs1)C(=O)Cn1nnc2ccccc21 (configuration not stated)
  · | -17% | 49 | 4.5% | 0.3% | -20% | -1.0% | 1.0 | -4% | 1.1
O=C(CC(Nc1ccc(Cl)cc1Cl)C(=O)O)c1ccccc1 (configuration not stated)
  i | 61%* | 42 | 0.9% | -0.1% | 15% | · | 2.3 | 10% | ·
CCC(C)(C)NC(=O)C(c1cccc(OC)c1OC)N(CCOC)C(=O)CCC(=O)Nc1cc(C)on1 (configuration not stated)
  · | -6% | 45 | 2.5% | -0.1% | -12% | · | 2.9 | 7% | ·
CC(Oc1ccccc1F)C(=O)NC1CCS(=O)(=O)C1 (configuration not stated)
  · | 2% | 62 | 1.7% | -0.1% | -6% | · | 0.0 | -8% | ·
Cc1cc(NC(=O)COC(=O)c2ccc(S(=O)(=O)N3CCCC3)cc2)no1
  i | 8% | 48 | 0.3% | -0.5% | -30% | -0.5% | 1.5 | 17% | 1.1
N#Cc1c(N)nc(SCC(=O)NC2CCCCC2)c(C#N)c1-c1ccc(Cl)cc1
  i | 4% | 80 | 0.1% | 0.2% | 14% | 2.7% | 4.0 | 13% | 1.1
COc1ccccc1C(=O)OC(C)CN1CCN(C)CC1 (configuration not stated)
  · | -16% | 64 | -1.3% | 0.2% | -6% | · | -0.8 | 15% | ·
CCC(C)NC(=O)c1nc2c(nnn2Cc2ccccc2Cl)c(=O)[nH]1 (configuration not stated)
  i | -21% | 72 | 0.5% | -0.2% | -30% | 6.6% | -0.2 | -3% | 1
N#C/C(=C\c1cccnc1)c1ccc(Br)cc1
  i | 16% | 103 | 1.3% | -0.1% | -5% | · | 3.3 | 29% | ·
CSC(=O)CC(=O)NC(=O)c1ccccc1
  i | -17% | 85 | 0.3% | 0.1% | -13% | -2.3% | 0.4 | -2% | 1.1
CCOC(=O)C1=C(O)/C(=C\c2cc(C)n(-c3ccc(F)cc3)c2C)N=C1C
  i | 14% | 33 | -2.9% | -0.4% | -18% | -0.6% | 0.4 | 6% | 0.9
O=C1CC(N2CCOCC2)=NN1c1ccc([N+](=O)[O-])cc1
  i | -6% | 51 | 0.7% | 0.5% | -1% | · | 0.8 | 16% | ·
O=C(NCC1CCN(S(=O)(=O)c2ccccc2)CC1)Nc1ccccc1
  i | -32% | 47 | -2.3% | -0.2% | -16% | · | 0.1 | 7% | ·
O=C(CCCOc1ccc(Cl)cc1)Nc1nncs1
  i | 11% | 72 | -7.5% | 0.3% | -16% | 1.1% | 0.4 | -30% | 1.1
COc1ccc(C(=O)NN=C2CCCC2)c(OC)c1
  · | -16% | 87 | 5.9% | -0.1% | -27% | · | 0.8 | -9% | ·
Cc1ccc(OCc2nc(-c3cccs3)no2)c([N+](=O)[O-])c1
  i | -98% | 46 | 0.3% | -0.2% | -41% | -0.6% | 1.3 | 9% | 1

Only part of the results is shown, so the mix of outcomes need not match the whole.
